Glioma ERSR ind – qHTS for Inducers of the Endoplasmic Reticulum Stress Response (ERSR) in Human Glioma: qHTS | U87-MG GRP78 promoter luciferase reporter, 16 h | Potency, µM, for the others: at the top dose activation, actives largely listed as activators | 0.02% of 420,000 active | AID 602332, 2012; also: potency is read from the fitted curve at half-maximal effect; series mostly up to about 76 µM; % of control where 0% means no effect; nearly all actives have a fitted effect of over 35% in size
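ERSR induction read as luciferase luminescence (Bright-Glo, 10 min at room temperature) in stably transfected human U87-MG glioma cells exposed to compounds for 16 h, using GRP78 as sensor.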
12-LOX inh – Primary qHTS assay for inhibitors of human arachidonate 12S-lipoxygenase (ALOX12): Round 2 | Polyunsaturated fatty acid lipoxygenase ALOX12 (Homo sapiens), P18054 | Potency, µM (highest dose often 108 µM), for the others: at the highest dose activity change, negative = inhibition, actives largely listed as inhibitors | 1.1% of 580,000 active | AID 1671190, 2021 | purified 12hLO, xylenol orange hydroperoxide absorbance; also: potency is read from the fitted curve at half-maximal effect; % is scaled to controls: 0 for no effect and ±100 for the full control effect
Target sequence (P18054 whole entry, looked up): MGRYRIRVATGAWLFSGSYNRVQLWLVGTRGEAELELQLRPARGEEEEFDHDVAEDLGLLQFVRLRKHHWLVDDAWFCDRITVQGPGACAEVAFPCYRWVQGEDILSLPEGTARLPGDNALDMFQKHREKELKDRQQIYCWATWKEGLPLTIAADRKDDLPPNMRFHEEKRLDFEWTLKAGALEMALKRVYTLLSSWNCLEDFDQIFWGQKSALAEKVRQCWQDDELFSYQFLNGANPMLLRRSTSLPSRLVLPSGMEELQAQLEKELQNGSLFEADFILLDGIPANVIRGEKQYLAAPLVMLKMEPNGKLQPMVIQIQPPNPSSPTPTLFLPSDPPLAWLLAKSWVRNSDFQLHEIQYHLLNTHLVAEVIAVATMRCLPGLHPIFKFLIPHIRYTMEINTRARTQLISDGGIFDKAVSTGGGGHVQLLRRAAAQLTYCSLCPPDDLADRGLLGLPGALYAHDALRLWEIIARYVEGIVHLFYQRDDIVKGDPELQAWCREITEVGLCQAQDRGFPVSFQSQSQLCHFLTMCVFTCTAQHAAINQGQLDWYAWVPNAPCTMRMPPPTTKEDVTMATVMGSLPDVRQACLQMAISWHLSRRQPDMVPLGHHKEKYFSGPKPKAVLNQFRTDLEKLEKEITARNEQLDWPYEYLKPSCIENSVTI
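Purified human 12hLO at 150 nM in 25 mM Hepes, 0.01% Triton X-100, pH 7.0, preincubated 15 min at room temperature with compound. Reaction started with 40 uM arachidonic acid, 30 min at room temperature. Hydroperoxide measured by Fe-xylenol orange, 573/405 nm absorbance ratio.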
RGS4 inh – Inhibitors of Regulator of G Protein Signaling (RGS) 4: qHTS | Transcreener GDP fluorescence polarization, RGS4-accelerated GTP hydrolysis | Potency, µM (top dose mostly 114 µM), inactives show top-dose activity change, negative = inhibition, most hits filed as inhibitors | 0.039% of 390,000 active | AID 504845, 2011; also: potency is read from the fitted curve at half-maximal effect; % is scaled to controls: 0 for no effect and ±100 for the full control effect; nearly all actives have a fitted effect of over 75% in size; some results filed as inactive show a strong effect at the top dose
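MLSMR compounds (23 nl, pin-transferred) preincubated 10 min at room temperature with a 500nM (2x) first reagent, then RGS4 at 900nM (2x) plus Transcreener GDP mix added; fluorescence polarization (620/688 nm) read before and after 90 min at 30 °C.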
LDHA inh – qHTS assay for inhibitors of human lactate dehydrogenase; activity change, % (values are at about 110 or 230 µM); AID 1347041, 2019; purified LDHA, NADH/diaphorase-resazurin fluorescence; active compounds read low; L-lactate dehydrogenase A chain (Homo sapiens), P00338; 0.15% of 480,000 active; in the data active = activity change below about -30%; inconclusive = mostly about -25% to -30%;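 also: plate controls were DMSO wells for no effect and wells without enzyme for full effect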
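Human LDH5 (2 nM) was incubated with 0.06 mM NADH and 0.2 mM pyruvate for 5 min at room temperature in Tris pH 7.4. Remaining NADH was coupled through diaphorase/resazurin, and resorufin fluorescence was read at 0 and 20 min.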
Vif-A3F inh – qHTS for Inhibitors of Vif-A3F Interactions: qHTS; HeLa A3F-eYFP + Vif (tagged APOBEC3F with the HIV-1 protein that degrades it), YFP fluorescence increase; Potency, µM (doses to about 46.1 µM), for the others: at the highest dose activity, negative = active; 0.2% of 390,000 active; also: potency is read from the fitted curve at half-maximal effect; % of control where 0% means no effect; nearly all actives have a fitted effect of over 65% in size
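Fluorescence increase (Ex 488/Em 500-530) after overnight compound treatment at 37 deg C flags inhibition of Vif-driven A3F-eYFP loss in stable HeLa A3F-eYFP/Vif cells seeded overnight beforehand.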
Vif-A3G inh – qHTS for Inhibitors of Vif-A3G Interactions: qHTS; DNA dC->dU-editing enzyme APOBEC-3G (Homo sapiens), Q9HC16; HeLa A3G-eYFP + Vif (tagged APOBEC3G with the HIV-1 protein that degrades it), YFP fluorescence, overnight; Potency, µM (titrated, usually from 46.1 µM), for inactives: at the highest dose activity, negative = active, hits mostly inhibitors; 0.076% of 410,000 active; AID 602310, 2012;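 also: potency is read from the fitted curve at half-maximal effect; % is scaled to controls: 0 for no effect and ±100 for the full control effect; nearly all actives have a fitted effect of over 60% in size; hits raise eYFP signal because A3G escapes Vif-driven loss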
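HeLa cells stably expressing Vif and C-terminally eYFP-tagged A3G, seeded overnight at 37 deg C, then exposed to compound by pintool overnight at 37 deg C. Rise in yellow fluorescence (Ex 488/Em 500-530, Acumen) marks blocked Vif-driven A3G degradation.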
ERG-DNA inh – qHTS for Small Molecule Inhibitors of the ERG Ets/DNA interaction; Transcriptional regulator ERG (Homo sapiens), P11308; 0.028% of 370,000 active; Potency, µM (top dose mostly 76.9 µM), for the others: top-dose FP activity, negative = inhibition, most hits filed as inhibitors; fluorescence polarization, His-ERG Ets domain / labelled DNA; active = well fitted inhibition curve with a large enough effect in the polarisation, with a control signal flat; inconclusive = small, poorly fitted or top-dose-only effect, or effect the other way, or a change in a side signal; inactive = no such curve, though single readings can be large or run the other way; the % refers to the polarisation;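 also: polarization taken with two DNA probes labelled with fluorescein and Texas red; potency is read from the fitted curve at half-maximal effect; % of control where 0% means no effect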
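His-tagged ERG Ets domain (1 uM in the protein solution; 300mM KCl, 50mM Tris-HCl, 1mM EDTA, 1mM DTT, pH 7.5) received compound, then a probe mix of 5 nM fluorescein-DNA and 100nM Texas-615-DNA. Fluorescence polarization was read for both dyes.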
D2 antag – HTS Assay for Allosteric Antagonists of the Human D2 Dopamine Receptor: Primary Screen for Antagonists | D(2) dopamine receptor (Homo sapiens), P14416 | HEK293 TREx D2 cells, calcium flux, dopamine EC80 | inhibition, % at 10 µM | 2% of 340,000 active | AID 485344, 2010; in the data active = inhibition above about 30%; also: 0% is about no effect
Target sequence (P14416 whole entry, looked up): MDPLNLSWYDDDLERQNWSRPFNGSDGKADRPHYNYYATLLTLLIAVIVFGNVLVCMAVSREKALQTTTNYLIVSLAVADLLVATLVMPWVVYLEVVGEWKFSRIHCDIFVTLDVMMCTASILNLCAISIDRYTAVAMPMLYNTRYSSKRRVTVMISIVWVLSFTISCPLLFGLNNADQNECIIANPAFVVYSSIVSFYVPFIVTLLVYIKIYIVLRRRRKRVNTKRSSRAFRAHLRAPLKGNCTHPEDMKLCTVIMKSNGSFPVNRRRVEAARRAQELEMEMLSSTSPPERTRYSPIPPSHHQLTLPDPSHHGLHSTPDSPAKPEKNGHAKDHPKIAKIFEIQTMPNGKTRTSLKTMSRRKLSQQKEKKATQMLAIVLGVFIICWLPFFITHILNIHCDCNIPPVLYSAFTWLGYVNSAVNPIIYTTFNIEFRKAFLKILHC
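In this primary screen, negative modulation is detected by tracking calcium flux after an EC80 dopamine challenge in inducible HEK293 T-REx D2 cells preexposed to test compound for 180 s.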
D2 ag – HTS Assay for Allosteric Agonists of the Human D2 Dopamine Receptor: Primary Screen for Agonists; HEK293 T-REx D2 cells, calcium flux agonist mode; activation, % at 2 µM; 0.53% of 340,000 active; AID 485358, 2010;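 active = activation over 3 SD above normal in the single-dose calcium agonist read, cut at about 30% in these data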; also: 0% is about no effect
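HEK293 Trex D2 cells, tetracycline-induced, o/n 30 C 5% CO2; no-wash Ca dye, RT 30–90 min; 10-cycle baseline, 23 nl cpd added, kinetic Ca read 180 s; agonist hits = positive Ca response.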
* hit, by the source's call; [ ] = another dose, or the depositor's remark. Unless noted, calls follow the shape of the dose curve; as a rule, active = well fitted curve in the direction sought with a large enough effect; inconclusive = small, poorly fitted or top-dose-only effect, or another doubt; inactive = no such curve, though single readings can be large; an effect the other way counts as inactive or inconclusive. Only part of the results is shown; count on the stated rates, not on these rows.

For Cc1cc(C(=O)N2CCc3ccccc32)n(-c2ccccc2)n1 the results were Glioma ERSR ind -1%, 12-LOX inh -15%, RGS4 inh 13%, LDHA inh -4, Vif-A3F inh -12%, Vif-A3G inh -26%, ERG-DNA inh -10%, D2 antag 37* and D2 ag 1.9.
Screening Cc1ccc(C)c(N2N=C(C(=O)OCc3nnc(-c4ccccc4Br)o3)CCC2=O)c1 returned Glioma ERSR ind -4%, 12-LOX inh 6%, LDHA inh 1, Vif-A3F inh -8% and Vif-A3G inh 0%.
Screening COc1cccc(CN(C)C(=O)c2cc(-c3ccc(OC)c(OC)c3)nc3ccccc23)c1 returned Glioma ERSR ind -2%, 12-LOX inh inconclusive, RGS4 inh -4%, LDHA inh -11, Vif-A3F inh inconclusive, Vif-A3G inh -9%, ERG-DNA inh -3%, D2 antag 8 and D2 ag -0.9.
`CCOC(=O)c1ccc(N2C(=O)c3[nH]nc(-c4ccccc4)c3C2c2cccs2)cc1` (stereo not drawn) gave Glioma ERSR ind -3%, 12-LOX inh -6%, RGS4 inh 7%, LDHA inh -9, Vif-A3F inh 4%, Vif-A3G inh 13%, ERG-DNA inh inconclusive and D2 ag -0.6.
Screening CC1CCc2onc(C(=O)N3CCN(c4ccccc4)CC3)c2C1 (stereo not drawn) returned Glioma ERSR ind -2%, 12-LOX inh -22%, RGS4 inh 0%, LDHA inh 4, Vif-A3F inh 1%, Vif-A3G inh 5%, ERG-DNA inh 4% and D2 ag -0.6.
For O=C(COc1ccccc1Cl)N1CCNC1=O the results were Glioma ERSR ind -1%, 12-LOX inh -25%, RGS4 inh -18%, LDHA inh -3, Vif-A3F inh -1%, Vif-A3G inh 0%, ERG-DNA inh 18%, D2 antag -13 and D2 ag 0.1.
For CC(NC(=O)c1ccc2c(c1)OCO2)C(c1cccs1)N1CCOCC1 (stereo not drawn) the results were Glioma ERSR ind 0%, 12-LOX inh 6%, RGS4 inh 14%, LDHA inh 5, Vif-A3F inh 6%, Vif-A3G inh -1%, D2 antag 0 and D2 ag 0.5.
For O=C(NN=C1CCCC1)c1ccc([N+](=O)[O-])cc1 the results were Glioma ERSR ind -4%, 12-LOX inh 10%, RGS4 inh -21%, LDHA inh -2, Vif-A3F inh 2%, Vif-A3G inh 2%, ERG-DNA inh -7%, D2 antag 9 and D2 ag 0.5.
Screening CN(C)c1ccc(CN(CC2CCCO2)C(=O)COc2ccccc2Cl)cc1 (stereo not drawn) returned Glioma ERSR ind 0%, 12-LOX inh -20%, RGS4 inh 0%, LDHA inh 5, Vif-A3F inh -10%, Vif-A3G inh -1% and ERG-DNA inh -1%.
Screening Cc1nnc(SCc2cccc([N+](=O)[O-])c2)o1 returned Glioma ERSR ind 1%, 12-LOX inh 17%, RGS4 inh -2%, LDHA inh 1, Vif-A3F inh 8%, Vif-A3G inh -4%, ERG-DNA inh 7%, D2 antag 0 and D2 ag 0.4.
Screening Cc1ccc(NC(=O)COc2ccc(-c3nnco3)cc2)cc1S(=O)(=O)N1CCOCC1 returned Glioma ERSR ind -2%, 12-LOX inh -3%, RGS4 inh 26%, LDHA inh 0, Vif-A3F inh -8%, Vif-A3G inh -1%, ERG-DNA inh 14%, D2 antag -15 and D2 ag 3.1.
Cc1ccc(C(=O)C2=C(O)C(=O)N(CCCN3CCOCC3)C23C(=O)N(C)c2ccccc23)o1 (stereo not drawn) was read as Glioma ERSR ind 0%, 12-LOX inh 2%, RGS4 inh 7%, LDHA inh 1, Vif-A3F inh 5%, Vif-A3G inh -5%, ERG-DNA inh 10%, D2 antag -4 and D2 ag -0.3.
`C=C(C)CNC(=S)N/N=C\c1ccc2c(c1)OCO2` gave Glioma ERSR ind 6%, 12-LOX inh inconclusive, RGS4 inh -39%[11.4 µM], LDHA inh -2, Vif-A3F inh inconclusive, Vif-A3G inh 0%, ERG-DNA inh -2%, D2 antag -5 and D2 ag 0.0.
`Cc1cc(C)cc(C(=O)N2CCCCCC2)c1` gave Glioma ERSR ind -6%, 12-LOX inh -12%, RGS4 inh -3%, LDHA inh -2, Vif-A3F inh 0%, Vif-A3G inh 2%, ERG-DNA inh 2%, D2 antag 11 and D2 ag 0.0.
COc1ccccc1NC(=O)C(C/C=C(\C)Cl)C(C)=O (stereo not drawn) was read as Glioma ERSR ind -3%, 12-LOX inh -5%, RGS4 inh -4%, LDHA inh -1, Vif-A3F inh -4%, Vif-A3G inh 0%, D2 antag 17 and D2 ag -0.5.
Screening Cc1cc(NC(=O)COC(=O)COc2ccc3c(c2)CCC3)no1 returned Glioma ERSR ind 0%, 12-LOX inh 4%, RGS4 inh 17%[11.4 µM], LDHA inh -10, Vif-A3F inh -1%, Vif-A3G inh -1%, ERG-DNA inh -5%, D2 antag 0 and D2 ag -2.4.
`Cc1ccc(NC(=O)NC(=O)N(C2CCCCC2)S(=O)(=O)c2ccccc2)cc1` gave Glioma ERSR ind 0%, 12-LOX inh inconclusive, RGS4 inh -13%, LDHA inh -1, Vif-A3F inh 16%, Vif-A3G inh 6%, ERG-DNA inh -12%, D2 antag 1 and D2 ag 3.2.
Cc1cc(C)nc(SCCC(=O)Nc2ccccc2)n1 was read as Glioma ERSR ind 9%, 12-LOX inh 2%, RGS4 inh 30%, LDHA inh -5, Vif-A3F inh -9% and Vif-A3G inh 0%.
For Cc1ccc(OCCN2CCOCC2)cc1C the results were Glioma ERSR ind -5%, 12-LOX inh 0%, RGS4 inh 20%, LDHA inh -4, Vif-A3F inh -4%, Vif-A3G inh 0%, ERG-DNA inh -2%, D2 antag -10 and D2 ag -0.3.
Screening Cc1ccccc1NC(=O)c1c([N+](=O)[O-])cnn1C returned Glioma ERSR ind -2%, 12-LOX inh 0%, RGS4 inh -13%, LDHA inh 1, Vif-A3F inh -13%, Vif-A3G inh -2%, ERG-DNA inh 1%, D2 antag 16 and D2 ag 0.6.
For Cc1cc(/C=N\NC(=O)CC(=O)NC2CCCCC2)c(C)n1-c1ccc(Cl)c(Cl)c1 the results were Glioma ERSR ind 0%, 12-LOX inh inconclusive, RGS4 inh -48%, LDHA inh 10, Vif-A3F inh 0%, Vif-A3G inh 1% and ERG-DNA inh 3%.
For COC(=O)C1=C(N)Oc2cc(C)n(CC3CCCO3)c(=O)c2C1c1ccc(Cl)cc1 (stereo not drawn) the results were Glioma ERSR ind 2%, 12-LOX inh 2%, RGS4 inh 3%, LDHA inh -9, Vif-A3F inh -23%, Vif-A3G inh -4%, ERG-DNA inh -4%, D2 antag -1 and D2 ag 0.1.
Cc1ccccc1Nc1cccc2nonc12 was read as Glioma ERSR ind -4%, 12-LOX inh -10%, RGS4 inh -40%, LDHA inh 1, Vif-A3F inh -8%, Vif-A3G inh -9%, ERG-DNA inh 9%, D2 antag 15 and D2 ag 2.8.
`Cc1onc(-c2c(F)cccc2Cl)c1C(=O)N1CCOC12CCCCC2` gave Glioma ERSR ind -3%, 12-LOX inh 2%, RGS4 inh -12%, LDHA inh -4, Vif-A3F inh 0%, Vif-A3G inh 6%, ERG-DNA inh -4%, D2 antag -10 and D2 ag -0.2.
For Cc1cccn2c(CNC3CCCc4ccccc43)c(C(=O)N3CCOCC3)nc12 (stereo not drawn) the results were Glioma ERSR ind 0%, 12-LOX inh 10%, RGS4 inh -4%, LDHA inh -1, Vif-A3F inh -10%, Vif-A3G inh 0%, ERG-DNA inh -6%, D2 antag 7 and D2 ag -0.4.
Screening CCCNC(=O)c1cc(C2CCCCN2S(C)(=O)=O)on1 (stereo not drawn) returned Glioma ERSR ind -4%, 12-LOX inh -8%, LDHA inh -5 and Vif-A3G inh 2%.

Arranged by length of the SMILES (lowest first): some entries from above
Screening CCCNC(=O)c1cc(C2CCCCN2S(C)(=O)=O)on1 (stereo not drawn) returned Glioma ERSR ind -4%, 12-LOX inh -8%, LDHA inh -5 and Vif-A3G inh 2%.
`Cc1onc(-c2c(F)cccc2Cl)c1C(=O)N1CCOC12CCCCC2` gave Glioma ERSR ind -3%, 12-LOX inh 2%, RGS4 inh -12%, LDHA inh -4, Vif-A3F inh 0%, Vif-A3G inh 6%, ERG-DNA inh -4%, D2 antag -10 and D2 ag -0.2.
For COC(=O)C1=C(N)Oc2cc(C)n(CC3CCCO3)c(=O)c2C1c1ccc(Cl)cc1 (stereo not drawn) the results were Glioma ERSR ind 2%, 12-LOX inh 2%, RGS4 inh 3%, LDHA inh -9, Vif-A3F inh -23%, Vif-A3G inh -4%, ERG-DNA inh -4%, D2 antag -1 and D2 ag 0.1.
